Source: PubChem
All columns: NCI-60 one-dose screen, growth in % after 48 h at 10 µM unless noted; 100 = growth as untreated, 0 = no growth, -100 = all killed.
MCF7 = MCF7 breast cancer; 82,000 compounds, 6.3% hits
RPMI-8226 = RPMI-8226 leukemia cells; 77,000 compounds, 7.5% hits
CCRF-CEM = CCRF-CEM leukemia; AID 1794778; 77,000 compounds, 7% hits
K-562 = K-562 leukemia; 78,000 compounds, 7.4% hits
SR = SR leukemia cells. 73,000 compounds, 8.7% hits. AID 1794780
MOLT-4 = MOLT-4 leukemia cells. 80,000 compounds, 6.9% hits
MDA-MB-468 = MDA-MB-468 breast cancer. 78,000 compounds, 8.5% hits
MDA-MB-231 = MDA-MB-231 breast cancer. AID 1794789. 81,000 compounds, 5% hits
* hit, by the source's call; . = not tested or not shown. Rule for the calls: active = growth percent below 10; inactive = the rest.

no.	SMILES	MCF7	RPMI-8226	CCRF-CEM	K-562
1	CC1CCC2(CC1)SCC(=O)N2NC(=O)C1CC1 (configuration not stated)	.	106	110	123
2	C#CCOc1ccc(C2=NN(C3CC3)C3N=C(Cl)c4ncn(C5CC5)c4N23)cc1OCC#C (configuration not stated)	78	81	81	68
3	COC(=O)C(C)n1c(-c2ccc(C)o2)nc2cc3nc4ccccc4nc3cc21 (configuration not stated)	89	108	123	91
4	CC(=O)OCc1ccc(C)cc1C	103	102	99	107
5	COc1cc(C2=Nc3c(N)nc(N)nc3NC(c3cccc(Nc4ccnc5cc(C(F)(F)F)ccc45)c3)C2)cc(OC)c1OC (configuration not stated)	37	11	52	21
6	CC(C)(C)OC(=O)NC(C(=O)O)C1=CCC=CC1 (configuration not stated)	93	71	67	55
7	COC(=O)[C@@]1(C)CC[C@]2(C)CC[C@]3(C)C(=CC(=O)[C@@H]4[C@@]5(C)CC[C@H](OC6C[C@@H](O)[C@@H](O)C(O)O6)C(C)(C)[C@@H]5CC[C@]43C)[C@@H]2C1 (some centres not stated)	45	51	38	29
8	O=[N+]([O-])c1nc2ccccc2[nH]1	94	.	98	108
9	CCCOc1cnc(N)nc1	95	104	100	96
10	O=C(/C=C/c1ccc(F)cc1)Nc1ncc(Cc2ccc(F)cc2)s1	18	45	34	14
11	O=c1[nH]nc(-c2ccc(Cl)cc2)cc1Cc1cccc([N+](=O)[O-])c1	85	52	-7.7*	94
12	CC(=O)Nc1ccc(/C=N/NC(N)=S)cc1	95	99	96	89

no.	SR	MOLT-4	MDA-MB-468	MDA-MB-231
1	.	103	100	103
2	75	66	93	91
3	86	88	116	104
4	.	107	.	97
5	0.1*	19	68	58
6	104	72	83	97
7	30	36	49	61
8	.	111	114	131
9	94	100	101	99
10	25	31	8.1*	76
11	-45*	5.8*	102	73
12	91	95	105	116

The listing continues.
no.	SMILES	MCF7	RPMI-8226	CCRF-CEM	K-562
13	CCOC(=O)CC(=O)CSC1=NC2C(NN1)N(C)C(=O)N2C (configuration not stated)	11	56	39	.
14	Cc1[nH]c(C(=O)Nc2ccc(C(N)=O)cc2NC(C)C)c(Cl)c1Cl	92	88	94	86
15	CC(=O)NS(=O)(=O)c1ccc(NCCc2c(C)nc3scc(-c4ccc(Cl)cc4)n3c2=O)cc1	97	89	99	81
16	CC1=C(C(=O)/C=C/c2ccccc2)C(c2ccccc2)NC(=S)N1 (configuration not stated)	83	95	97	78
17	OC1CCc2ccccc2C1 (configuration not stated)	106	109	100	92
18	O=C(Cn1c(=O)[nH]c2ccccc2c1=O)NCC(=O)N/N=C/c1ccco1	96	107	108	95
19	O=C1NNC(=NCC(=O)n2ccc3ccccc32)Nc2ccccc21	83	106	93	99
20	COc1ccc(-c2nc3ccc(C(=O)N=Nc4c(O)[nH]c5ccc(Cl)cc45)cc3[nH]2)cc1	113	109	100	.
21	Cc1ccc(N=NN(C)C)cc1	104	115	103	102
22	O=S(=O)(O)c1cc2ccc1ccc1ccc(cc1S(=O)(=O)O)n1on1c1ccc(ccc3ccc(cc3S(=O)(=O)O)nn2)c(S(=O)(=O)O)c1	113	107	100	104
23	CCNC(=O)C(O)C(Cc1ccccc1)NC(=O)c1[nH]c2ccccc2c(=O)c1C (configuration not stated)	96	109	91	92
24	COc1ccc2c(c1)O/C(=C\c1cccc(O)c1O)C2=O	51	67	27	85

no.	SR	MOLT-4	MDA-MB-468	MDA-MB-231
13	.	.	12	75
14	103	86	84	90
15	92	89	110	84
16	79	86	93	93
17	91	89	123	101
18	90	95	97	.
19	109	94	112	87
20	.	.	107	53
21	95	102	.	101
22	99	99	109	95
23	.	93	100	109
24	56	42	81	62

Another view of 6 compounds above.
#	canonical_smiles	MCF7	RPMI-8226	CCRF-CEM	K-562	SR	MOLT-4	MDA-MB-468	MDA-MB-231
13	CCOC(=O)CC(=O)CSC1=NC2C(NN1)N(C)C(=O)N2C (configuration not stated)	11	56	39	.	.	.	12	75
14	Cc1[nH]c(C(=O)Nc2ccc(C(N)=O)cc2NC(C)C)c(Cl)c1Cl	92	88	94	86	103	86	84	90
15	CC(=O)NS(=O)(=O)c1ccc(NCCc2c(C)nc3scc(-c4ccc(Cl)cc4)n3c2=O)cc1	97	89	99	81	92	89	110	84
16	CC1=C(C(=O)/C=C/c2ccccc2)C(c2ccccc2)NC(=S)N1 (configuration not stated)	83	95	97	78	79	86	93	93
17	OC1CCc2ccccc2C1 (configuration not stated)	106	109	100	92	91	89	123	101
18	O=C(Cn1c(=O)[nH]c2ccccc2c1=O)NCC(=O)N/N=C/c1ccco1	96	107	108	95	90	95	97	.

Going on with the list:
no.	SMILES	MCF7	RPMI-8226	CCRF-CEM	K-562
25	O=C(Nc1nc2ccccc2c2c(=O)c3cc(Cl)ccc3sc12)c1ccccn1	38	103	94	90
26	CCN(CC)CCN1c2nc3ccccc3cc2Sc2cc3ccccc3nc21	-100*	-16*	-27*	-69*
27	C=C1C(=O)O[C@H]2[C@H]1CC/C(CNC(=O)CCc1ccc(OC)cc1)=C\CC[C@@]1(C)O[C@@H]21	33	51	4.8*	19
28	O=C(Nc1ccccc1OCC1CCCO1)c1ccc(-c2ccccc2)cc1 (configuration not stated)	84	.	88	68
29	N#Cc1c(NC(=O)c2cccs2)[n+]([O-])c2cc(C(F)(F)F)ccc2[n+]1[O-]	99	95	95	88
30	O=C1Nc2ccc(Cl)cc2/C1=N/N=C/c1cccnc1	75	92	90	93
31	COc1ccc(C)cc1-c1cc2ccccc2c(=O)o1	46	90	77	57
32	COc1ccccc1NC1=C(Cl)C(=O)c2nc(C)ccc2C1=O	-60*	-30*	-4.9*	-21*
33	CN(Cc1ccc(C(F)(F)F)nc1)c1cc(C(=O)Nc2ccccc2)ncn1	98	89	94	86
34	C1CN(CC2CO2)CCO1 (configuration not stated)	100	96	93	94
35	CN1c2c(C(=O)NC3CC3)cnn2CC1c1ccccc1 (configuration not stated)	94	84	88	80
36	O=c1oc2c3ccc4cnccc4c3[nH]c2c2ccccc12	-12*	-22*	-1.5*	21

no.	SR	MOLT-4	MDA-MB-468	MDA-MB-231
25	86	99	33	92
26	-53*	-48*	.	0.0*
27	14	68	32	66
28	40	71	98	96
29	80	76	.	97
30	68	99	100	76
31	49	76	23	96
32	-28*	-39*	-80*	-57*
33	77	89	71	107
34	101	90	111	108
35	96	79	107	105
36	-51*	14	.	68

(list continues)
no.	SMILES	MCF7	RPMI-8226	CCRF-CEM	K-562
37	O=C1C=CC(=CC=C2C=CN(CCCCCCCCCCCO)C=C2)C=C1	8.6*	12	30	25
38	COC(=O)c1c2c(c(C)[n+]([O-])c1C)C(=O)C=C(NCc1ccccc1)C2=O	-62*	-0.2*	6.2*	2.0*
39	O=C1c2c(c3c4cc(Br)ccc4[nH]c3c3ccc4ccccc4c23)C(=O)N1CCO	34	80	65	72
40	NNc1nnc(NN)c2ccccc12	97	110	105	99
41	CCN1C(=O)N(CC)C2C1N=C(SCc1ccc(Cl)cc1)N2/N=C/C=C/c1ccccc1 (configuration not stated)	75	.	73	49
42	Cc1cc(Cl)c2c(c1)C(=N/O)/C(=C\c1ccco1)O2	40	87	69	69
43	Cc1c(-c2cnc3ccc(F)cc3c2C(=O)O)nnn1-c1ccc([N+](=O)[O-])cc1	85	97	91	96
44	COc1cc(OC)c(C(=O)/C=C/c2cc3c(cc2OCc2ccccc2)OC(C)(C)CC3)cc1CC=C(C)C	29	.	.	.
45	NS(=O)(=O)c1ccc(Cn2c(SCC(=O)N/N=C/c3cccc(O)c3)nc3ccccc3c2=O)cc1	89	98	102	94
46	CN1CCN(Cc2ccc(NC(=O)c3[nH]ncc3Nc3ncnc4sccc34)cc2)CC1	9.5*	-4.4*	8.2*	.
47	O=C1/C(=C/c2cccs2)SC(=S)N1CCCN1CCOCC1	74	98	87	85
48	Fc1ccc(NCc2nnc(-c3ccc(F)cc3)o2)cc1	82	91	87	86

no.	SR	MOLT-4	MDA-MB-468	MDA-MB-231
37	.	42	-37*	.
38	4.4*	-36*	-69*	-26*
39	-6.8*	71	100	75
40	99	82	117	104
41	82	48	78	99
42	67	77	77	78
43	89	89	110	96
44	12	0.0*	26	52
45	99	104	107	92
46	.	.	16	-4.4*
47	92	101	.	83
48	95	89	79	59

Carrying on.
no.	SMILES	MCF7	RPMI-8226	CCRF-CEM	K-562
49	COc1cc(/C=C2\CCC/C(=C\c3ccc(OCC4CO4)c(OC)c3)C2=O)ccc1OCC1CO1 (configuration not stated)	-7.0*	-2.3*	2.0*	-3.5*
50	COC(OC)c1cccc(N)c1	93	103	77	102
51	CCSc1nnc2c(/C=C/c3ccc([N+](=O)[O-])cc3)nc3ccccc3n12	59	88	95	89
52	COc1ccc2[nH]cc(-c3cc(N)n4nc(-c5c[nH]c6ccc(OC)cc56)cc4n3)c2c1	2.4*	-23*	0.4*	-35*
53	CC(C)(C)C(=O)/C=C/c1ccc(Cl)cc1	100	101	99	109
54	COc1cccc(/C=N/Nc2nc(-c3ccc(Br)cc3)cs2)c1O	55	76	80	91
55	CCOC1=C(OCC)C(=O)c2ccccc2C1=O	90	99	100	111
56	COc1cc(Cn2c(SC)nc3ccccc3c2=O)cc(OC)c1OC	100	71	88	74
57	O=S1(=O)OC(c2ccc(O)c(Cl)c2)(c2ccc(O)c(Cl)c2)c2ccccc21	104	104	102	113
58	CCC(=O)OC1CC(C)=C2C(=O)C=C(C)[C@@H]2[C@H]2OC(=O)[C@H](C)[C@H]12 (some centres not stated)	94	104	102	96
59	CCOc1cccc(/C=N\Nc2ccc(S(=O)(=O)O)cc2)c1	100	110	113	111
60	Cc1ccc2c(n1)C(=O)C(Cl)=C(Nc1ccc(S(=O)(=O)Nc3nnc(C)s3)cc1)C2=O	105	121	103	106

no.	SR	MOLT-4	MDA-MB-468	MDA-MB-231
49	-3.1*	-13*	20	13
50	90	100	106	108
51	82	75	78	94
52	-24*	-2.2*	-48*	-13*
53	95	102	105	115
54	66	76	64	105
55	102	89	98	96
56	83	88	70	75
57	112	109	114	109
58	95	100	92	97
59	107	107	112	105
60	80	106	119	111

A draw from above in order of molar mass, largest number first.
no.	SMILES	MCF7	RPMI-8226	CCRF-CEM	K-562
22	O=S(=O)(O)c1cc2ccc1ccc1ccc(cc1S(=O)(=O)O)n1on1c1ccc(ccc3ccc(cc3S(=O)(=O)O)nn2)c(S(=O)(=O)O)c1	113	107	100	104
7	COC(=O)[C@@]1(C)CC[C@]2(C)CC[C@]3(C)C(=CC(=O)[C@@H]4[C@@]5(C)CC[C@H](OC6C[C@@H](O)[C@@H](O)C(O)O6)C(C)(C)[C@@H]5CC[C@]43C)[C@@H]2C1 (some centres not stated)	45	51	38	29
32	COc1ccccc1NC1=C(Cl)C(=O)c2nc(C)ccc2C1=O	-60*	-30*	-4.9*	-21*

no.	SR	MOLT-4	MDA-MB-468	MDA-MB-231
22	99	99	109	95
7	30	36	49	61
32	-28*	-39*	-80*	-57*

(continued)
no.	SMILES	MCF7	RPMI-8226	CCRF-CEM	K-562
61	COc1ccc2cc(-c3ccc(C(=O)NN)c(C)n3)ccc2c1	90	101	91	.
62	O=C1C=C(c2ccccc2)C(c2ccccc2)C1O (configuration not stated)	97	102	97	80
63	C=C1c2nc3ccccc3n2C=C(c2ccccc2)N1Cc1ccc(OC)cc1	82	73	82	70
64	N#Cc1c(NCc2ccccc2)oc(-c2ccccc2)c1-c1ccccc1	85	.	.	96
65	Clc1ccc(N/N=C(\c2ccccc2)c2ccccn2)nc1	3.6*	4.9*	1.1*	8.0*
66	O=C(O)c1ccc(-c2nn(-c3ccc(C(F)(F)F)cc3)cc2CNc2ccc(Br)cc2)cc1	69	58	74	70
67	CCCCNS(=O)(=O)c1cccc(C(=O)Nc2ccccc2F)c1	102	93	92	84
68	NC(N)=N/N=C(\c1ccc(Br)cc1)C1CC1	85	90	87	83
69	CN(C)CCC(=O)c1c[nH]c2ccccc12	93	98	96	.
70	Cc1cccc(OCC(=O)O)c1	88	109	103	99
71	NNC(=O)c1ccccc1Cl	98	106	103	101
72	O=c1[nH]c2ccc(Cl)cc2c(O)c1C(c1ccc(Cl)cc1)c1c(O)c2cc(Cl)ccc2[nH]c1=O	84	77	84	.

no.	SR	MOLT-4	MDA-MB-468	MDA-MB-231
61	78	74	106	97
62	108	89	97	99
63	76	70	92	110
64	77	88	90	83
65	1.9*	2.3*	-25*	37
66	81	79	92	87
67	.	76	89	102
68	.	95	29	99
69	91	94	106	115
70	89	99	100	115
71	96	103	110	111
72	94	83	101	91
